Screens: PubChem BioAssay, several laboratories
V-ATPase pH: regulators of yeast V-ATPase proton transport; AID 504577; S. cerevisiae, pHLuorin cytosolic pH fluorescence; 350,000 compounds, 0.37% hits; response, % at 10 µM; in the data active = response mostly above about 7.3%, no sharp cut-off; inactive = mostly below about 5.4%; note: actives read high; inactives centre near 0; some compounds called inactive have numbers as strong as hits; reference of the scale not given here
OPRM1-OPRD1 inv: inverse agonists of human mu-delta opioid receptor heterodimerization | P35372+P41143 | cell-based MOR-DOR heterodimer luminescence, inverse agonism | inhibition, % at 9.3 µM | 340,000 compounds, 0.21% hits; in the data active = inhibition above about 22%, passing the limit was not always enough;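 note: 0% = cells with DMSO and 100% = wells without cells with DMSO; values of inactives mirror those of a sister screen read the other way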
Cardiac RTF inh: cardiac RTF calcium desensitization; P19429+P45379; IANBD-labeled cardiac RTF, Ca2+ fluorescence; inhibition, % at 7.15 µM; 340,000 compounds, 0.12% hits; AID 493244;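 active = inhibition above the mean inhibition of all tested compounds plus 3 SD, cut at about 17% in these data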;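 note: assay run at fixed EC70 calcium of 1.6 mM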
Keap1-Nrf2 PPI: disrupts human Keap1 binding to Nrf2 peptide. Q14145. Keap1 Kelch-Nrf2 peptide fluorescence polarization, 1536-well. inhibition, % at 9.4 µM. 340,000 compounds, 0.15% hits; in the data active = inhibition above about 12%;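 note: human Keap1 Kelch domain with fluorescein labeled Nrf2 9mer peptide probe; 0% = neutral control wells and 100% = peptide positive control; higher means more block of Keap1 binding to Nrf2 peptide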
Target sequence (Q14145 whole entry, looked up, the tested form may be a part): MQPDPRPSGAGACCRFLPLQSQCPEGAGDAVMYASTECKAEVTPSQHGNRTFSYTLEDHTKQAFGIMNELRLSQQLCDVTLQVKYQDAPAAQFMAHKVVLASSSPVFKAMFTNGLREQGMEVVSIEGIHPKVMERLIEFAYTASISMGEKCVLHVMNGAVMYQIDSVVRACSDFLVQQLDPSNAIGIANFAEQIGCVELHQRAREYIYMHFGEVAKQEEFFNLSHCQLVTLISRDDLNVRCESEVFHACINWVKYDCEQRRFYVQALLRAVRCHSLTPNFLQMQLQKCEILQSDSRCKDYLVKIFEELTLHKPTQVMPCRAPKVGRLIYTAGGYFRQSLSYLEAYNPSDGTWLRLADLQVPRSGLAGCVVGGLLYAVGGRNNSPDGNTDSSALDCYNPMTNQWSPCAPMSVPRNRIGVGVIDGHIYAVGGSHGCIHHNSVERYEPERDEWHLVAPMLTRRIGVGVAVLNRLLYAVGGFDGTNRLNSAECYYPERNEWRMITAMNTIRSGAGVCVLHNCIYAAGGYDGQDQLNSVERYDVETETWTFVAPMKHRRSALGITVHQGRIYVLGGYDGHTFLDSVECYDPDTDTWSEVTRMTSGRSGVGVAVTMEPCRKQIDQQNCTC
HTR5A ag: activates human HTR5A in OPRM1-OPRD1 agonist counter-screen | HTR5A agonist assay, luminescence, cell-based | 340,000 compounds, 0.61% hits | AID 504692 | P47898 | activation, % at 9.3 µM; in the data active = activation mostly above about 9.5%, no sharp cut-off; inactive = mostly below about 7.6%;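 note: 0% = cells with vehicle only and 100% = reference agonist; strong numbers were not always called active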
Target sequence (P47898 whole entry, looked up): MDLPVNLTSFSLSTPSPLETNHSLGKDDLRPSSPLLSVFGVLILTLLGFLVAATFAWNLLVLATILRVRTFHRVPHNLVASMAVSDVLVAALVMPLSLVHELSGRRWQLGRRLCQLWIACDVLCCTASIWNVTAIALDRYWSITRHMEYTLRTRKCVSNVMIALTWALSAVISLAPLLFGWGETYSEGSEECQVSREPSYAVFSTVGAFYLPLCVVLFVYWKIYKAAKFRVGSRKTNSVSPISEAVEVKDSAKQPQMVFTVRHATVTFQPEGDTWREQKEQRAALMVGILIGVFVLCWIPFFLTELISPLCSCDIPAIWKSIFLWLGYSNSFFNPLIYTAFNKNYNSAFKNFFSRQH
HTR5A inv ag: counter-screen for OPRM1-OPRD1 inverse agonists: human HTR5A inverse agonism; P47898; HTR5A cell line, luminescence; inhibition, % at 9.3 µM; 340,000 compounds, 0.083% hits; in the data active = inhibition mostly above about 23%, no sharp cut-off; inactive = mostly below about 18%;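 note: 0% = cells with DMSO and 100% = no-cell wells with DMSO; some compounds called inactive have numbers as strong as hits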
C-LANA FP: inhibitors of KSHV LANA C-terminal domain DNA binding. 340,000 compounds, 0.078% hits. inhibition, % at 9 µM. AID 504423. MBP-C-LANA/FAM-LBS DNA binding, fluorescence polarization;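 active = highest replicate inhibition at or above 60% at 9 µM, even if other replicates fall short; inactive = all replicates below 60% inhibition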;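 note: 0% = neutral control wells and 100% = 4 µM acridine orange control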
MOR-DOR ag: agonists of human mu-delta opioid receptor heterodimerization. activation, % at 9.3 µM. 340,000 compounds, 0.3% hits. cells, OPRM1-OPRD1 heterodimerization, luminescence. P35372+P41143; in the data active = activation above about 18%;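 note: 0% = vehicle-treated cells and 100% = reference agonist; values of inactives mirror those of a sister screen read the other way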
cardiac RTF act: increases calcium sensitivity of human cardiac regulated thin filaments; IANBD-labeled TnC RTF fluorescence at EC20 calcium; 0% EC20 calcium, 100% full calcium; P19429+P45379; 340,000 compounds, 0.24% hits; activation, % at 7.2 µM;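 active = activation above the mean over all tested compounds plus 3 SD, cut at about 30% in these data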;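 note: rise in fluorescence read as greater calcium sensitivity of cardiac thin filaments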
CAL-PDZ inh HTS: inhibitors of human CAL PDZ peptide binding; inhibition, % at 24.9 µM; 300,000 compounds, 0.92% hits; purified CAL PDZ, TMR-peptide fluorescence polarization, 1 h;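 active = mean inhibition of at least 30% with at least half of replicates also reaching 30%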;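 note: 0% = DMSO neutral control and 100% = excess unlabeled competitor peptide PRC23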
Numbers without * were called inactive; nt = not tested or not shown; & = joins results of further samples.

The first two compounds, to show the layout:
1) CC(CN1CCCC1)OC(=O)c1ccc(Cl)cc1Cl (stereo unspecified)
2) CCC(C)C(NC(=O)OC(C)(C)C)C(=O)NC(C(=O)N1CCCC1C(N)=O)C(C)CC (stereo unspecified)
entry no.	1	2
V-ATPase pH	-4	-5
OPRM1-OPRD1 inv	-14	5
Cardiac RTF inh	-4	1
Keap1-Nrf2 PPI	-1	2
HTR5A ag	6	1
HTR5A inv ag	-8	-3
C-LANA FP	-2.1	1.6
MOR-DOR ag	2.5	-0.9
cardiac RTF act	8	-4
CAL-PDZ inh HTS	-2	-5

This part in full (from the top)
1) CC(CN1CCCC1)OC(=O)c1ccc(Cl)cc1Cl (stereo unspecified)
2) CCC(C)C(NC(=O)OC(C)(C)C)C(=O)NC(C(=O)N1CCCC1C(N)=O)C(C)CC (stereo unspecified)
3) CCOc1ccc(OCC)c(NC(=O)C2CCCN(S(=O)(=O)c3c(C)noc3C)C2)c1 (stereo unspecified)
4) Brc1ccc(C[n+]2ccccc2)cc1
5) Cc1c(C(=O)N(C)c2ccc(Cl)cc2)cnn1-c1ccccc1
6) CCCOc1ccc(N2C(=O)CC(N3CCN(C(=O)c4ccco4)CC3)C2=O)cc1 (stereo unspecified)
7) O=C(Nc1cccc(Cl)c1)Nc1ccccc1-n1ccnc1
8) COc1cc([N+](=O)[O-])cc2sc(NC(=O)c3c(F)cccc3F)nc12
9) CCOC(=O)c1ccc(NS(=O)(=O)c2cc3c(cc2C)NC(=O)CO3)cc1
10) COc1cccc2sc(N3CCN(c4nc5ccccc5s4)CC3)nc12
entry no.	1	2	3	4	5	6	7	8	9	10
V-ATPase pH	-4	-5	2	0	-1	2	-2	3	-1	7
OPRM1-OPRD1 inv	-14	5	9	16	-3	8	8	6	15	10
Cardiac RTF inh	-4	1	0	2	-4	-7	-15	-4	-4	-11
Keap1-Nrf2 PPI	-1	2	-3	-3	-5	-2	-5	-1	-2	-2
HTR5A ag	6	1	2	6	1	6	-1	-3	5	13
HTR5A inv ag	-8	-3	-32	-19	-2	22	3	-5	-15	4
C-LANA FP	-2.1	1.6	2.4	1.8	0.6	-1.1	0.4	-0.8	1.5	-0.4
MOR-DOR ag	2.5	-0.9	-1.7	-2.7	0.6	-1.6	-1.2	-1.2	-2.9	-1.6
cardiac RTF act	8	-4	-4	-1	8	-3	-4	0	-3	-2
CAL-PDZ inh HTS	-2	-5	33*	1	-8	1	-4	nt	0	-4

11) O=C(NOCc1ccccc1)c1ccccc1
12) COc1ccc(C(=O)Nn2cnc3scc(-c4cccs4)c3c2=O)c(O)c1
13) CCC1=NN(C(=O)c2ccccc2O)C(O)(c2ccccc2)C1 (stereo unspecified)
14) Cc1cc(C(=O)OCC(=O)Nc2ccc(S(=O)(=O)N3CCOCC3)cc2)c(C)o1
15) COc1cc(OC)cc(C(=O)Nc2ccccc2N2CCOCC2)c1
16) O=C(C1CCC1)N1CCc2cc(S(=O)(=O)NC3CCCC3)ccc21
17) CCCCCN(C(=O)CCC(=O)OCC(=O)N(CC)c1ccccc1)c1c(N)n(CCCC)c(=O)[nH]c1=O
18) CSCCC(NC(=O)c1ccc(Cl)cc1)C(=O)OCC(=O)NCc1ccco1 (stereo unspecified)
19) COc1cccc(C(Nc2ccccn2)c2c(NC(=O)c3ccco3)sc(C)c2C)c1 (stereo unspecified)
20) CN(CC(=O)Nc1nc2ccc(F)cc2s1)S(=O)(=O)c1ccc(Cl)cc1
entry no.	11	12	13	14	15	16	17	18	19	20
V-ATPase pH	-1	-9	-2	1	-3	4	-2	2	-1	5
OPRM1-OPRD1 inv	12&18	-6	-3	9	-4	9	11	3	4	-18
Cardiac RTF inh	-1&-4	-4	0	-1	-5	0	-9	-10	11	4
Keap1-Nrf2 PPI	1	1	-6	-4	-6	1	-2	-1	2	3
HTR5A ag	3&5	1	1	1	-7	0	5	-1	6	9
HTR5A inv ag	-10&-8	6	-2	0	9	-28	9	4	-31	-3
C-LANA FP	1.2	0.4	0.0	0.3	-1.4	0.3	-0.8	-0.3	0.9	-2.5
MOR-DOR ag	-2.3&-3.9	0.9	0.6	-1.5	0.8	-1.6	-2.2	-0.6	-0.7	3.1
cardiac RTF act	-3&2	16	-2	-7	-5	0	-3	2	2	-9
CAL-PDZ inh HTS	0	-5	-2	0	-6	-2	1	-4	0	3

21) CCCCNC(=O)C(=O)NCCCn1ccnc1
22) CCn1cc(C(=O)Nc2ccc(C)c([N+](=O)[O-])c2)cn1
23) COc1ccccc1CN(C)c1nnnn1-c1ccccc1
24) COC(=O)c1sc2cc(C(F)(F)F)cnc2c1-c1cccnc1
25) CCOc1ccc2nc(CN3CCN(Cc4ccsc4)C(CCO)C3)ccc2c1 (stereo unspecified)
26) Cc1ccccc1-n1nc(C)c2cc(C(=O)N3CCOCC3)sc21
27) CCOC(=O)C1CCN(CC(O)COc2ccc(C(C)=O)cc2)CC1 (stereo unspecified)
28) Nc1nc(C23CC4CC(CC(C4)C2)C3)cs1
29) CCCCCCCOc1ccc(C(=O)Nc2cccnc2)cc1
30) Cc1cc2c(cc1S(=O)(=O)NCc1ccc(Cl)cc1)OCC(=O)N2
entry no.	21	22	23	24	25	26	27	28	29	30
V-ATPase pH	3	5	2	1	-5	0	-3	1	-2	-2
OPRM1-OPRD1 inv	14	-3	1	13	9	18	15	7	-22	3
Cardiac RTF inh	-3	-1	-10	3	-20	-1	-3	3	0	0
Keap1-Nrf2 PPI	3	5	4	-3	0	2	2	-2	-1	5
HTR5A ag	1	-3	0	-3	7	-1	0	-1	-3	9
HTR5A inv ag	-8	5	0	-33	1	23	-1	11	8	-26
C-LANA FP	1.3	1.0	2.2	2.2	3.9	-1.8	-0.7	0.6	2.0	-0.8
MOR-DOR ag	-2.5	0.5	-0.3	-2.7	-1.8	-3.4	-2.9	-1.2	4.2	-0.5
cardiac RTF act	0	7	5	4	1	2	4	7	2	-1
CAL-PDZ inh HTS	nt	-2	0	-3	-1	nt	-6	-1	-2	nt

Compounds listed so far containing a nitro group on carbon:
8) COc1cc([N+](=O)[O-])cc2sc(NC(=O)c3c(F)cccc3F)nc12
22) CCn1cc(C(=O)Nc2ccc(C)c([N+](=O)[O-])c2)cn1
entry no.	8	22
V-ATPase pH	3	5
OPRM1-OPRD1 inv	6	-3
Cardiac RTF inh	-4	-1
Keap1-Nrf2 PPI	-1	5
HTR5A ag	-3	-3
HTR5A inv ag	-5	5
C-LANA FP	-0.8	1.0
MOR-DOR ag	-1.2	0.5
cardiac RTF act	0	7
CAL-PDZ inh HTS	nt	-2

The results go on.
31) CN(C)Cc1nc2ccccc2c(=O)n1Cc1nc(C(C)(C)C)cs1
32) COc1ccc2ncc(S(=O)(=O)c3ccccc3)c(N3CCN(c4ccccc4)CC3)c2c1
33) CC(=O)c1ccc(NC(=O)CS(=O)(=O)c2cn(CC(=O)N3CCOCC3)c3ccccc23)cc1
34) C#Cc1ccc([C@@H]2C=C(C(=O)NC3CC3)O[C@H](OCc3ccc(CO)cc3)C2)cc1
35) COc1ccc(NS(=O)(=O)c2ccc3nc(COc4ccc5ccccc5c4)[nH]c3c2)cc1
36) COc1ccc(Br)cc1CN1CCCCCCC1
37) Cc1ccc(OCCCCn2ccnc2)c([N+](=O)[O-])c1
38) CN(CCCC1CCCC1)C(=O)CCc1nnc(-c2ccccc2)o1
39) Cc1ccc(C)c(S(=O)(=O)N2CCN(CC(=O)NC(=O)NCc3ccco3)CC2)c1
40) Nc1nc(CN2CCN(c3ccc(F)cc3)CC2)nc(N2CCCc3ccccc32)n1
entry no.	31	32	33	34	35	36	37	38	39	40
V-ATPase pH	2	-2	-3	0	-4	3	-2	3	-1	-1
OPRM1-OPRD1 inv	4	-8	13	19	-32	10	8	6	12	-18
Cardiac RTF inh	5	-19	7	-9	-3	0	5	2	16	-2
Keap1-Nrf2 PPI	2	-5	4	-3	2	-5	-2	3	-4	-4
HTR5A ag	7	8	-1	6	5	0	-1	-2	0	-4
HTR5A inv ag	-22	33	7	-5	-12	-7	-11	-3	0	-8
C-LANA FP	2.8	-0.7	0.1	0.2	-2.2	0.1	-0.9	-1.1	0.8	1.3
MOR-DOR ag	-0.8	1.8	-4.0	-3.3	6.5	-2.2	-1.1	-1.1	-2.3	3.4
cardiac RTF act	-4	3	-2	2	-1	9	-4	-4	2	2
CAL-PDZ inh HTS	0	-4	0	0	5	-2	-2	nt	-3	3

41) COc1cc(/C=C2\CCC/C(=C\c3ccc(O)c(OC)c3)C2=O)ccc1O
42) COCCn1c(=O)[nH]c2cc(C(=O)NCCN3CCN(c4ccc(OC)cc4)CC3)ccc2c1=O
43) CN(CC(=O)NC(=O)NCc1ccccc1)Cc1ccc(Cl)cc1
44) O=C(Cn1cnc2sc3c(c2c1=O)CCCC3)NCC(=O)Nc1ccc(F)cc1F
45) COc1ccc(Cl)cc1NC(=O)C(C)OC(=O)C1=NNC(=O)CC1 (stereo unspecified)
46) CCN(CC(=O)Nc1ccc(OC)c(OC)c1)S(=O)(=O)c1ccc(C)cc1
47) CCOc1ccccc1N=Nc1c(C)[nH]n(-c2ccccc2)c1=O
48) COCCCn1c(=O)c2sccc2n2c(CCCC(=O)NCc3ccccc3OC)nnc12
entry no.	41	42	43	44	45	46	47	48
V-ATPase pH	1	0	1	3	1	2	-6	-4
OPRM1-OPRD1 inv	16	-2	-8	4	5	-6	17	9
Cardiac RTF inh	-10	-1	0	-7	-6	-8	7	0
Keap1-Nrf2 PPI	-4	-4	0	0	-1	-4	-3	1
HTR5A ag	4	-3	-5	1	3	1	-1	2
HTR5A inv ag	-15	7	8	9	-8	-5	5	-7
C-LANA FP	-1.3	1.2	-2.1	0.7	-0.1	-0.2	-0.9	-0.5
MOR-DOR ag	-3.6	0.3	1.1	-0.8	-1.2	1.4	-3.6	-1.6
cardiac RTF act	0	6	2	-6	-2	-1	-4	-11
CAL-PDZ inh HTS	-12	-7	0	0	-3	-1	-2	-2
